CHT block: inhibits the human high affinity choline transporter. AID 488975. B-score at 10 µM. CHT-expressing cells, membrane potential dye, choline response; active compounds read low. 310,000 tested, 0.86% active. Q9GZV3;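 active = B-score over 3 SD under the library average, and starting fluorescence ratio not unusually high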;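 also: choline stimulus applied at its EC90 after an EC20 pre-addition; B-score computed on integrated fluorescence ratio after choline addition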
Target sequence (Q9GZV3 whole entry, looked up): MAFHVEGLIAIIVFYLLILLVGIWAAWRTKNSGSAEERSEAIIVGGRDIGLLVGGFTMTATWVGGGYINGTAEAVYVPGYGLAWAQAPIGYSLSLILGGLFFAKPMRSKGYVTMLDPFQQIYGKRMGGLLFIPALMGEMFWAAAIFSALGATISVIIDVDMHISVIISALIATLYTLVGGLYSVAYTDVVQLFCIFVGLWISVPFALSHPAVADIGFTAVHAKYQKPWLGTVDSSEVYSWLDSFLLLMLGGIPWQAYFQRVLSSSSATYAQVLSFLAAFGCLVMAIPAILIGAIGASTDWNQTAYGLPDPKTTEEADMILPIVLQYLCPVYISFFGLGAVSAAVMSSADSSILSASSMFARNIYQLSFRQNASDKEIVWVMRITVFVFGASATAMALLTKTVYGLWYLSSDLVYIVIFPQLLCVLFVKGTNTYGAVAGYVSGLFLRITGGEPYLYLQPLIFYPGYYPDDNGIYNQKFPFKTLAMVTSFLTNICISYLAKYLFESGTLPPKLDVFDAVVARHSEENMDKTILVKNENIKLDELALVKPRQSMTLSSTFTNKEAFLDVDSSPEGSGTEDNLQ
KCNQ2 inh: KCNQ2 channel blockers in CHO-K1 cells – cell-based, FluxOR thallium flux, B-score, primary screen (AID 2156); O88943; 20 min; active compounds read low; B-score at 10 µM; 310,000 tested, 1.1% active;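 active = fluorescence ratio B-score at most minus 3 library SDs, with starting brightness B-score within 2 library SDs, cut at about -5.5 in these data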
Numbers without * were called inactive; i = inactive; . = no result given.

CHT block | KCNQ2 inh | Compound
i | i | COc1ccc(Cl)cc1NC(=O)CN(C)CC(=O)Nc1ccc(C)cc1Br
i | i | CCc1noc(N)c1C(=O)Nc1ccc(Cl)cc1
i | i | Cc1c(CC(=O)O)c(=O)oc2cc3occ(-c4ccc(F)cc4)c3cc12
i | i | COc1ccc(NC(=S)NC2CCCC2)c(OC)c1
i | i | O=C(O)CCCN1C(=O)C2C3CC(C2C1=O)C1C(c2ccccc2)c2sc(=O)n(-c4ccccc4)c2SC31 (configuration not stated)
i | i | COc1cc2c(cc1OC)CN(CC(=O)NC(=O)NCc1ccccc1)CC2
i | i | Cc1ccc(C(=O)N2CCN(c3ncccn3)CC2)o1
i | i | CCN(CC)CCNc1ccc(Cl)cc1[N+](=O)[O-]

A draw from above in order of length of the SMILES, rising.
CHT block | KCNQ2 inh | Compound
i | i | Cc1ccc(C(=O)N2CCN(c3ncccn3)CC2)o1
i | i | COc1cc2c(cc1OC)CN(CC(=O)NC(=O)NCc1ccccc1)CC2
i | i | COc1ccc(Cl)cc1NC(=O)CN(C)CC(=O)Nc1ccc(C)cc1Br

Other records.
CHT block | KCNQ2 inh | Compound
i | i | O=C(NC(O)C(=O)c1ccccc1)c1cccs1 (configuration not stated)
i | i | CCNS(=O)(=O)c1ccc(-c2ccc(-n3cnnn3)cc2)cc1
i | i | COc1ccc(CCN2C(=O)CC(Nc3ccc(N4CCOCC4)cc3)C2=O)cc1OC (configuration not stated)
i | i | CCOC(=O)c1ccc(NC(=O)CCc2nc(-c3ccccc3Cl)no2)cc1
i | i | CC(C)(CNC(=O)c1cccs1)CNC(=O)c1cccs1
i | i | Cc1nnc(SC(C)C(=O)Nc2c(C)n(C)n(-c3ccccc3)c2=O)n1N (configuration not stated)
i | i | O=C(c1ccc(Cl)cc1)c1cnc(Nc2ccccc2Cl)s1
i | i | O=C(Cc1ccccc1)N1CCN(S(=O)(=O)c2ccc([N+](=O)[O-])cc2)CC1
i | i | COC(=O)c1ccc(NC(=O)Nc2ccc(OC)c(OC)c2)cc1
i | i | CCC(C)Sc1nnc(CNS(=O)(=O)c2ccc(F)cc2)n1C (configuration not stated)
i | i | COC(=O)CN(c1ccccc1)S(=O)(=O)c1cc(Br)ccc1OC
i | i | CN(C)c1ccc(C(=S)N2CCN(C(=S)Nc3ccccc3)CC2)cc1
i | i | O=C(CSc1nc2ccccc2c(=O)n1CC1CCCO1)Nc1ccccc1Cl (configuration not stated)
i | i | Cc1nc2ccn(Cc3ccccc3)c(=O)c2cc1C(=O)N1CCN(c2ccc(F)cc2)CC1
i | i | Cn1c(NC(=O)c2ccco2)c(-c2ccccc2)c(=O)c2ccccc21
i | i | O=C1C(c2ccc(F)cc2)N(Cc2ccc3c(c2)OCO3)C(=O)CN1C1CCCCC1 (configuration not stated)
i | i | Cc1ccc(C)c(NC(=O)Nc2ccc3c(c2)OCO3)c1
i | i | O=C(COC(=O)c1ccc(Cl)cc1[N+](=O)[O-])NNC(=O)c1cccs1
i | i | O=C(CSc1ncn[nH]1)Nc1ccc([N+](=O)[O-])cc1Br
i | i | O=C(NC1CCCC1)C(c1ccncc1)N(Cc1ccccc1)C(=O)c1ccc(-c2ccccc2)[nH]1 (configuration not stated)
i | i | CCCCCCC(c1c(C)n(C)n(-c2ccccc2)c1=O)c1c(C)n(C)n(-c2ccccc2)c1=O
i | i | CC(=O)N(Cc1ccco1)c1nc(C(=O)Nc2ccc(Cl)cc2)c(C)s1
i | i | O=C(Nc1cccc2ncccc12)c1cccc(F)c1
i | i | N=C1SCC(=O)N1c1ccc(Cl)cc1
i | i | COCCn1c(C)nnc1SCC(=O)NNC(=O)c1ccc(Cl)cc1
i | i | COc1cc(N(C(=O)Cc2cccs2)C(C(=O)NC2CCCCC2)c2cccc(OC)c2OC)ccc1-n1cnnn1 (configuration not stated)
i | i | CC(=O)Nc1ccc(-n2nnnc2SCC(=O)N2CCN(C(=O)c3ccco3)CC2)cc1
i | i | COc1ccc(OC)c(-c2csc(NC(=O)Cc3ccc(F)cc3)n2)c1
i | i | CCCC(=NCC(=O)O)C1=C(O)C(C(=O)OC)C(C)(C)CC1=O (configuration not stated)
i | i | O=C(CC1SCCNC1=O)Nc1cccc(C(F)(F)F)c1 (configuration not stated)
i | i | Cc1c(NC(=O)C(C)N2C(=O)NC3(CCC(C)CC3)C2=O)c(=O)n(-c2ccccc2)n1C (configuration not stated)
i | i | C/C(CC(=O)Nc1cccc(C(F)(F)F)c1)=N/NC(=O)C(=O)NCCO
i | i | Cc1ccc(-c2nnc(-n3nc(C)cc3C)c3ccccc23)cc1
i | i | CCOc1ncccc1C(=O)OCC(=O)Nc1ccc(C)c(S(=O)(=O)N(C)C)c1
i | i | CCC(=O)Nc1ccc(-c2ccc(N3CCC(C)CC3)nn2)cc1
i | i | COC(=O)c1ccc(/C=C/c2ccc3cccc(OC(C)=O)c3n2)cc1
i | i | COc1ccccc1CN1CCN(C(=O)c2cccc3ccccc23)CC1
i | i | Cc1noc(/C=C/N(C)C)c1S(=O)(=O)N1CCCC(C(=O)NC2CCCCC2C)C1 (configuration not stated)
i | i | CCOC(=O)C1CCCN(c2c(N3CCN(C)CC3)c(=O)c2=O)C1 (configuration not stated)
i | i | COc1ccccc1CNC(=O)CC1Sc2ccccc2NC1=O (configuration not stated)
i | i | CS(=O)(=O)N1CCN(C(=O)C2c3ccccc3Oc3ccccc32)CC1
i | i | COc1ccc2oc(C(=O)NCCC(C)C)c(C)c2c1
. | i | COC(=O)c1c(NC(=O)CN2CCC(C)CC2)c2c(C)cccc2n1C
i | i | CCN(CC)C(=O)N1c2ccccc2CC(N(CC)CC)c2ccccc21 (configuration not stated)
i | i | O=C1c2ccccc2NC(c2ccco2)N1NS(=O)(=O)c1ccccc1 (configuration not stated)
i | i | Cc1ccc(NC(=O)c2cc(C)on2)cc1
. | i | Cc1cc2nc3ccc(=[N+](C)C)cc-3sc2cc1N
i | i | COC(=O)c1ccccc1NC(=O)c1sc(=S)n(C)c1N

Single records, as listed above. Values in the order: CHT block | KCNQ2 inh
Record of CCC(=O)Nc1ccc(-c2ccc(N3CCC(C)CC3)nn2)cc1 → i | i
Record of O=C(Cc1ccccc1)N1CCN(S(=O)(=O)c2ccc([N+](=O)[O-])cc2)CC1 → i | i
Record of COc1ccc(NC(=S)NC2CCCC2)c(OC)c1 → i | i
Record of COc1ccccc1CN1CCN(C(=O)c2cccc3ccccc23)CC1 → i | i
Record of CCc1noc(N)c1C(=O)Nc1ccc(Cl)cc1 → i | i

The list continues:
CHT block | KCNQ2 inh | Compound
i | i | C/C(=N\NC(=O)Cn1cnc2ccccc21)c1cccs1
i | i | CCCCCc1ccc(-c2nnc(N)s2)cc1
i | i | CN(C)Cc1c(C(=O)Nc2ccccc2)[nH]c2ccccc12
i | i | CCS(=O)(=O)CCSc1nc2ccccc2o1
i | i | CCc1ccc(NC(=O)c2cnn(-c3ccccc3)c2C2CCNCC2)cc1
i | i | CNC(=O)CSCc1c(Cl)cccc1Cl
i | i | Cc1cc(SCC(=O)N/N=C/c2cccnc2)nc2c(C)cccc12
i | i | CCN(CC)S(=O)(=O)c1ccc2c(c1)nc(CCC(=O)Nc1cccc(C(F)(F)F)c1)n2CC
i | i | C#CCNC(=O)C1=C[C@H](c2ccc(Br)cc2)C[C@H](OCCCCO)O1
i | i | CS(=O)(=O)N1CCN(C(=O)C(Sc2ccccc2)c2ccccc2)CC1 (configuration not stated)
i | i | Cc1cc(S(=O)(=O)Nc2ccc(C(=O)NCC(c3ccccc3)N(C)C)cc2)ccc1F (configuration not stated)
i | i | COc1ccccc1N1CCN(C(=O)c2ccc(CS(=O)(=O)c3ccccc3OC)o2)CC1
i | i | CC(C)CC(=O)N1CCC(O)(CS(=O)(=O)Cc2ccccc2)CC1
i | i | COc1cc(/C=N/NC(N)=O)ccc1OCC(=O)N1C(C)CCCC1C (configuration not stated)
i | i | O=C(C(=O)N1CCc2ccccc2C1)c1c[nH]c2ccccc12
i | i | Cc1cc(C(=O)Nc2cccc3ncccc23)no1
i | i | O=C(/C=C/c1ccc(S(=O)(=O)N2CCOCC2)cc1)NCCCn1ccnc1
i | i | CC(NS(=O)(=O)c1ccc(CCC(=O)NCc2cccnc2)cc1)c1ccccc1 (configuration not stated)
i | i | O=c1[nH]c(C2CCN(S(=O)(=O)c3ccc(C(F)(F)F)cc3)CC2)nc2c1nnn2Cc1cccc(F)c1
i | . | COc1ccc2nc(Nc3sc4c(c3C(N)=O)CCCC4)sc2c1
i | i | CCCCOc1ccc(C(=O)N/N=C/c2ccc(OCCN3CCCCC3)c(OC)c2)cc1
i | i | COc1ccc(N(CC(=O)Nc2ccc(F)c(F)c2)S(=O)(=O)c2c(C)n[nH]c2C)cc1
i | i | CC(=O)c1ccc(NC(=O)c2ccccc2-c2ccccc2C(=O)O)cc1
i | i | O=C(Nc1cccc(-c2csc(-c3ccccc3)n2)c1)c1cccs1

By substructure: the compounds so far with a CF3 group.
CHT block | KCNQ2 inh | Compound
i | i | O=C(CC1SCCNC1=O)Nc1cccc(C(F)(F)F)c1 (configuration not stated)
i | i | C/C(CC(=O)Nc1cccc(C(F)(F)F)c1)=N/NC(=O)C(=O)NCCO
i | i | CCN(CC)S(=O)(=O)c1ccc2c(c1)nc(CCC(=O)Nc1cccc(C(F)(F)F)c1)n2CC
i | i | O=c1[nH]c(C2CCN(S(=O)(=O)c3ccc(C(F)(F)F)cc3)CC2)nc2c1nnn2Cc1cccc(F)c1

(further entries)
CHT block | KCNQ2 inh | Compound
i | i | COc1ccc(C(=O)N2CC3(C)CC2CC(C)(C)C3)cc1OC (configuration not stated)
i | i | O=C(Cn1cncn1)N/N=C/c1cccc(Cl)c1
i | i | Cc1ccc(C)c(NC(=S)NCCCN2CCOCC2)c1
i | i | C/C(=N\NC(=O)c1nn(C)c(C)c1Br)c1ccc(NC(=O)C2CCCC2)cc1
i | i | O=C(O)c1ccccc1NS(=O)(=O)c1cccc(C(F)(F)F)c1
i | . | C#CCOCCOCCOCCNc1nc(N2CCN(C(=O)CCCCCCCCCCNC(=O)Cn3cc(CCCCCN)nn3)CC2)nc(N2CCN(C(=O)CCCCCCCCCCNC(=O)Cn3cc(CCCCCN)nn3)CC2)n1
i | i | O=C(/C=N/O)NCc1cccnc1
i | i | CCNC(=O)CN(CCc1ccccc1)S(C)(=O)=O
i | i | CCN1C2=NCCCN2c2ccccc21
i | i | CC(=O)Nc1nc2ccc(C(=O)NCCOC(=O)C3CCCCC3)cc2s1
i | i | O=C(Nc1ccc(F)cc1)c1c(Cl)nc2ccccn12
i | i | CC(C)OCCCN1C=C2C(=O)C(C)(OC(=O)CCc3ccccc3)C(=O)C=C2C=C1c1ccc(C#N)cc1 (configuration not stated)
i | i | C#CCn1c(=NC(=O)CN2C(=O)CCC2=O)sc2cccc(OC)c21
i | i | Cn1nccc1C(=O)Nc1ccc2c(c1)OCO2
i | i | Cn1c(-c2sccc2OCc2cccc(C(F)(F)F)c2)n[nH]c1=S
i | i | O=C(NCc1ccncc1)Nc1cc(Cl)ccc1Cl
i | i | O=C(NNc1ccccc1)C(CCO)C(=O)NNc1ccccc1
i | i | CCOC(=O)c1ccc2[nH]c3c(c2c1)CN(C)CC3
i | i | CC(=O)c1cccc(NC(=O)Cc2coc3cc4c(cc23)CCC4)c1
i | i | COc1ccc(CNC(=O)COC(=O)CCOc2ccc(C)cc2)cc1OC
i | i | COC(=O)CSc1nnc2n(C3CCCCC3)c(=O)c3c4c(sc3n12)CCCC4
i | i | Cc1cc2c3nonc3ccc2n1-c1ccccc1
i | -7.5* | Cc1ccc2c(c1)N(CC(=O)N(Cc1ccccn1)Cc1ccco1)C(=O)C(C(C)C)O2 (configuration not stated)
i | i | CC(C(=O)NC1C=CS(=O)(=O)C1)N1C(=O)/C(=C/c2ccc(Cl)cc2)SC1=S (configuration not stated)

Some of the entries so far, with bars between the fields:
Structure | CHT block | KCNQ2 inh
Cc1cc2c3nonc3ccc2n1-c1ccccc1 | i | i
Cc1ccc2c(c1)N(CC(=O)N(Cc1ccccn1)Cc1ccco1)C(=O)C(C(C)C)O2 (configuration not stated) | i | -7.5*

(more compounds)
CHT block | KCNQ2 inh | Compound
i | i | Cc1cccn2c(=O)nc(SCC(=O)N3CCN(c4ccccc4)CC3)nc12
i | i | CN(C)c1ccc(NC(=S)NC(=O)/C=C/c2ccc(Cl)cc2)cc1
i | i | Cc1ccc(NC(=O)c2nnn(CC(=O)Nc3ccc4c(c3)OCO4)c2N)cc1C
i | i | COc1ccccc1NC(=O)c1cc2c(CO)cnc(C)c2oc1=Nc1ccc(OC)c(OC)c1
i | i | CC(Sc1nc(N)cc(=O)[nH]1)C(=O)Nc1sc2c(c1C#N)CCCC2 (configuration not stated)
i | i | CCOC(=O)c1c(C)[nH]c(C(=O)OCC(=O)Nc2sc(C(=O)N(C)C)c(C)c2C(=O)OCC)c1C
i | i | COc1cc(C(=O)NCC(=O)N/N=C/c2cccnc2)cc(OC)c1OC
i | i | Cc1ccc(SCC(=O)Nc2cccc(C(=O)NC(C)(C)C)c2)cc1
i | i | O=C(NCC1(O)CCCCC1)C1CCC(=O)N(Cc2cccc(C(F)(F)F)c2)C1 (configuration not stated)
i | i | COc1ccc(CN(C(=O)c2snc(C(N)=O)c2N)C(C(=O)NC2CCCC2)c2ccc(OC)cc2)cc1 (configuration not stated)
i | i | COc1ccccc1CC(=O)Nc1cccc(S(=O)(=O)N2CCOCC2)c1
i | i | CCOc1ccc(C(=O)CCC(=O)Nc2ccc(C)cn2)cc1
i | i | Cc1occc1C(=O)NNC(=O)c1ccccc1Br
i | i | Cc1ccc(N(CC(=O)N/N=C/c2ccc(OCC(N)=O)cc2)S(C)(=O)=O)cc1Cl
i | i | COc1cc(C(=O)NC(=S)NNC(=O)c2ccc3c(c2)OCO3)cc(OC)c1OC
i | i | Clc1ccc(OCCn2cnc3ccccc32)cc1
i | i | COc1cccc(CNC(=O)CN2C(=O)CC(c3ccccc3)=Nc3ccccc32)c1
i | i | COc1ccccc1NS(=O)(=O)c1ccc(N/N=C/C=C/c2ccccc2[N+](=O)[O-])c([N+](=O)[O-])c1

Screening results (PubChem)
